# Screening data deposited in PubChem BioAssay by several laboratories.
# FadD28 binding: inhibitors of Mycobacterium tuberculosis FadD28 bisubstrate binding. FadD28 bisubstrate probe binding, fluorescence polarization. inhibition, % at 12.5 µM. 360,000 compounds, 0.22% hits; in the data active means inhibition above about 8.5%, passing the limit was not always enough; inconclusive means no clear call, values can overlap the other calls
# Mtb BioA inh: inhibitors of Mycobacterium tuberculosis BioA enzyme; purified M. tuberculosis BioA enzyme, plate reader; inhibition, % at 9.99 µM; 360,000 compounds, 0.096% hits; in the data active means inhibition above about 40%; inconclusive means no clear call, values can overlap the other calls
# PrPC surface inh: inhibitors of human cell surface prion protein PrPC. P04156. TR-FRET read-out. inhibition, % at 13.8 µM. 370,000 compounds, 0.43% hits. AID 720596; in the data active means inhibition above about 24%; further: 0% = median of the test wells and 100% = reference compound wells
# Rv3671c inh: inhibits the M. tuberculosis serine protease Rv3671c. 320,000 compounds, 0.048% hits. inhibition, % at 5.96 µM. P9WHR9; in the data active means inhibition above about 38%;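 further: extracellular domain of Rv3671c used as enzyme; 0% = enzyme with DMSO and 100% = no enzyme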
# FBA Mtb inh: inhibits M. tuberculosis FBA enzyme; P9WQA3; 360,000 compounds, 2.3% hits; inhibition, % at 1 µM; purified M. tuberculosis FBA, fluorescence read-out; in the data active means inhibition above about 27%;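 further: 0% = vehicle and 100% = reference inhibitor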
# Target sequence (P9WQA3 whole entry, looked up): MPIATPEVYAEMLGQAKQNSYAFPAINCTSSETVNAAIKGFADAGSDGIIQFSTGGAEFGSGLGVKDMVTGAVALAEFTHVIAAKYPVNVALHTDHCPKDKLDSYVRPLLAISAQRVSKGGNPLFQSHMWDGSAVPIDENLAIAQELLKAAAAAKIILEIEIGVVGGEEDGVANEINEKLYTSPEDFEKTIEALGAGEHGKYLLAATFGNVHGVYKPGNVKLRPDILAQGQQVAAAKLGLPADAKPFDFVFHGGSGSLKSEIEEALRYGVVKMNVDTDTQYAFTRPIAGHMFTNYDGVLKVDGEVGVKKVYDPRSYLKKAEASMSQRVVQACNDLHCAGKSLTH
# GDH-TPI counter: counter-screen for M. tuberculosis FBA inhibitors: GDH-TPI coupled enzymes | GDH-TPI coupled enzyme counterscreen, NADH absorbance | inhibition, % at 4.8 µM | 360,000 compounds, 1.2% hits | AID 588335; in the data active means inhibition above about 30%;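 further: 0% = DMSO wells and 100% = wells lacking the enzyme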
# BoNT-F LC inh: blocks Botulinum neurotoxin F light chain protease; Multiplex microsphere protease cleavage assay, flow cytometry; inhibition, % at 10 µM; 360,000 compounds, 0.22% hits; AID 588497; in the data active means inhibition above about 35%, passing the limit was not always enough; inconclusive means no clear call, values can overlap the other calls; further: plate controls were buffer without enzyme for full effect and enzyme alone for no effect
# UGM FP inh: inhibitors of M. tuberculosis UDP-galactopyranose mutase | P9WIQ1 | purified UGM, fluorescence polarization probe displacement | inhibition, % at 10 µM | 320,000 compounds, 0.06% hits; in the data active means inhibition above about 10%, passing the limit was not always enough; inconclusive means no clear call, values can overlap the other calls
# Target sequence (P9WIQ1 whole entry, looked up): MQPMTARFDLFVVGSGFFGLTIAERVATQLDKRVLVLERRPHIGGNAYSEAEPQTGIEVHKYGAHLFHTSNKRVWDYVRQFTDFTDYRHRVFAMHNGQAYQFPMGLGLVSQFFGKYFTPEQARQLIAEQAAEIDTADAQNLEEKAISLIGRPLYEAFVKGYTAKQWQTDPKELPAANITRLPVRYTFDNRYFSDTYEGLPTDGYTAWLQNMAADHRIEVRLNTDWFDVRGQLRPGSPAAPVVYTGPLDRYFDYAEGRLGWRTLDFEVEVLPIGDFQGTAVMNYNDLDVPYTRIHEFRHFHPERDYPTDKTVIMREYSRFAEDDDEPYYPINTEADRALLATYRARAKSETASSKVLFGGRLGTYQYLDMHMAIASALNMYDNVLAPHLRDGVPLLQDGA
# MazEF act: increases E. coli MazEF RNase cleavage of RNA. P0AE70. FAM/BHQ RNA-DNA oligo cleavage fluorescence, 5 h. activation, % at 20 µM. 350,000 compounds, 0.32% hits. AID 504720; in the data active means activation above about 50%
# Target sequence (P0AE70 whole entry, looked up): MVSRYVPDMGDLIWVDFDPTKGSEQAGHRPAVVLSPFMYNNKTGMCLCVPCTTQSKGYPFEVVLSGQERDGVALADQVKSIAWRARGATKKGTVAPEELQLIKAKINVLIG
# * hit, by the source's call; ? = inconclusive; · = not tested or not shown.
SMILES,FadD28 binding,Mtb BioA inh,PrPC surface inh,Rv3671c inh,FBA Mtb inh,GDH-TPI counter,BoNT-F LC inh,UGM FP inh,MazEF act
COC(=O)CC1=NN(c2ccc(OC)cc2)C(=O)C1,-2.5,·,-1,-56,-5,8,2,2.7,6
CCOc1cccc(-c2nn3c(-c4ccco4)nnc3s2)c1,-1.7,-0.1,-3,-4,1,9,2,-0.7,10
Cc1c(C)n(C)c2ccc(C(=O)NCCCN3CCN(c4ccc(F)cc4)CC3)cc12,-0.8,-1.3,-10,-2,-1,10,-8,5.4,12
O=[N+]([O-])c1ccc(-c2cn(-c3ccccc3)c(=S)[nH]2)cc1,-3.0,-0.7,-30,4,-6,20,1,0.4,9
COC(=O)c1ccc(NC(=O)c2ccccc2C(=O)Nc2ccc(C(=O)OC)cc2)cc1,-1.6,·,2,-5,3,17,-4,1.0,-4
Cc1ccc(-n2nc3ccc(N)cc3n2)cc1C,3.4,0.2,5,-26,27*,12,-14,-0.9,0
O=c1[nH]c(=O)n(C(c2ccccc2)(c2ccccc2)c2ccccc2)cc1N(CCO)CCO,-0.5,·,-3,·,-1,3,-5,·,3
Cc1sc2ncnc(SCC(=O)N3CCCC3=O)c2c1C,-4.1,-2.2,27*,0,7,0,-10,-1.3,2
COc1cc(OC)c(OC)cc1CN1CCN(Cc2ccc(C(F)(F)F)cc2)CC1,-1.1,0.4,0,-6,2,0,?,2.0,13
CS(=O)(=O)N1CCN(C(=O)NC23CC4CC(CC(C4)C2)C3)CC1,-1.7,-2.0,-3,-2,2,2,-5,0.3,0
Cc1ccc2nc(/N=C(\N)NC(=O)NC3CCCCC3)nc(C)c2c1,-3.5,-1.3,20,1,6,5,·,-2.8,-14
COc1nnc(-c2ccc(C(=O)N3C[C@@H]4C[C@H](C3)c3cccc(=O)n3C4)cc2)c2ccccc12,-4.2,·,-1,·,1,-4,0,·,4
Cc1ccc(OCCn2cnc3c2c(=O)n(C)c(=O)n3C)cc1,-1.7,1.1,5,4,-3,7,-12,-3.6,-20
CCOC(=O)CN1C(=O)C(C)(C)Oc2ccc(C(=O)Nc3ccccc3OC)cc21,-2.6,·,5,-1,2,-6,-6,4.9,3
CC(C)C(=O)Nc1nc(-c2ccccc2)ns1,-0.6,-0.1,6,1,1,12,3,-0.9,-11
CCO/C(=C/c1sc2ccc(OC)cc2[n+]1CCCS(=O)(=O)[O-])CC,0.0,·,3,-13,-1,16,-9,-3.0,-5
CC(C(=O)NC1CC1)c1ncc(C(F)(F)F)cc1Cl (stereo not given),-2.6,·,1,7,1,3,-3,-2.7,9
C=CCn1c(SCC(=O)Nc2nnc(CC)s2)nnc1-c1cccnc1,0.1,0.9,-6,-6,0,7,-10,-0.5,2
O=C(O)CN1C(=O)/C(=C\c2cc(Br)ccc2OCc2ccc([N+](=O)[O-])cc2)SC1=S,2.2,62*,-14,-17,2,12,1,1.1,-19
Cc1ccccc1NC1(C#N)CCCCC1,-0.9,·,-6,3,0,-7,-2,-0.3,2
NC(=O)c1c(NC(=O)CCCC(=O)O)sc2c1CCCCCC2,-0.5,·,-6,-6,4,6,2,1.9,-2
O=C(CSc1ncnc2sc3c(c12)CCC3)N1CCOCC1,-2.0,·,4,6,2,-1,9,0.0,7
CCOc1ccc(NC(=O)c2c(N)n(C)c(=O)[nH]c2=O)cc1,-3.3,14,-3,1,0,7,-1,1.3,0
COC(=O)C1=C(C(=O)OC)[C@]2([C@H]3CCCCN[C@@H](Cc4ccccc4)C(=O)N3Cc3ccccc3)C=C[C@H]1O2,-1.9,0.2,6,-1,-2,8,-6,0.4,6
CN1CCN(CCC(=O)Nc2cccc(F)c2)CC1,-3.3,3.5,1,-7,1,-1,7,-0.3,-10
C=CCN(c1ccccc1Cl)S(=O)(=O)c1cc(C(=O)N2CCCC2)ccc1Cl,-3.7,0.6,12,2,-2,-2,-4,-1.5,12
C=CCSc1nnc(NC(=O)C2=COCCO2)s1,-2.6,·,-1,3,-2,13,-11,6.8,4
Cc1ccc(C)c(Nc2nc(N)c3ccccc3n2)c1,-3.8,·,6,-3,0,7,0,1.0,7
CCOc1ccc(NC(=O)CNC(=O)c2nn(-c3ccc(OC)c(OC)c3)c(=O)c3ccccc23)cc1,-0.5,-1.5,-14,-11,-1,17,0,7.9,2
CC(C)(C)OC(=O)NN1CC(=O)N2[C@@H](Cc3c([nH]c4ccccc34)C2(C)C)C1=O,·,0.3,-6,1,3,10,6,-1.2,-1

# Four neighbouring compounds from above, quoted:
SMILES,FadD28 binding,Mtb BioA inh,PrPC surface inh,Rv3671c inh,FBA Mtb inh,GDH-TPI counter,BoNT-F LC inh,UGM FP inh,MazEF act
C=CCN(c1ccccc1Cl)S(=O)(=O)c1cc(C(=O)N2CCCC2)ccc1Cl,-3.7,0.6,12,2,-2,-2,-4,-1.5,12
C=CCSc1nnc(NC(=O)C2=COCCO2)s1,-2.6,·,-1,3,-2,13,-11,6.8,4
Cc1ccc(C)c(Nc2nc(N)c3ccccc3n2)c1,-3.8,·,6,-3,0,7,0,1.0,7
CCOc1ccc(NC(=O)CNC(=O)c2nn(-c3ccc(OC)c(OC)c3)c(=O)c3ccccc23)cc1,-0.5,-1.5,-14,-11,-1,17,0,7.9,2

# (list continues)
SMILES,FadD28 binding,Mtb BioA inh,PrPC surface inh,Rv3671c inh,FBA Mtb inh,GDH-TPI counter,BoNT-F LC inh,UGM FP inh,MazEF act
Cc1cc(Cn2nc(-c3ccccc3)cc2C(=O)NCc2cccs2)on1,-3.7,0.7,-5,3,-1,-8,-2,1.9,5
O=C1C2CCCN2C(c2ccc(Cl)c(Cl)c2)N1c1ccccn1 (stereo not given),-2.3,0.3,-2,-2,-1,-5,-22,3.4,-2
Cc1cc(C)nc(NS(=O)(=O)c2ccc(NC(=O)c3ccc4c(c3)OCCO4)cc2)n1,2.2,·,-1,1,4,-1,36*,3.2,-13
Cc1ccc(S(=O)(=O)N2C[C@H]3n4c(=O)ccc(=O)n4C[C@H](OC(=O)Nc4c(C)noc4C)[C@@]3(O)C2)cc1,-4.8,-2.6,2,·,-2,8,-5,·,7
CCc1nnc(NC(=O)CCC(=O)N2CCN(C3c4ccccc4-c4ccccc43)CC2)s1,0.7,3.1,-6,-3,-3,5,-5,0.4,-5
COc1cc(NC(=O)c2sc3nc(C)nc(N4CCOCC4)c3c2C)cc(OC)c1OC,-3.4,3.6,-6,-3,-1,19,-3,0.8,11
[N-]=[N+]=NCCN1CCN(Cc2ccccc2)CCC1=O,-1.6,-0.1,4,0,-1,0,0,0.5,4
CN(C)c1cc[n+](Cc2ccccc2)cc1,-1.6,0.7,3,-5,4,3,3,2.8,-5
O=C1CCN(S(=O)(=O)c2cccs2)c2ccc(C(F)(F)F)cc2N1,-1.9,·,6,4,2,5,-5,1.0,11
O=C1CC(C(=O)O)c2ccccc2N1 (stereo not given),-2.7,-0.9,1,-3,-1,1,29,2.0,4
Cc1cc(NC(=O)CSc2nc(-c3ccc(Br)cc3)nc3c2c(=O)n(C)c(=O)n3C)no1,-0.9,-0.8,·,4,0,0,-4,-2.5,1
Cc1cc(C)n(C(=O)CCCC(=O)n2nc(C)cc2C)n1,0.7,-1.9,-1,4,3,-3,3,-1.2,2
COc1ccc(-c2noc(N3CCC(C(=O)NCc4ccccc4Cl)CC3)n2)cc1,-4.7,-1.3,-3,-4,-1,5,-1,0.1,-9
CC(=O)Nc1nc2ccccc2n1Cc1ccccc1Cl,-1.8,·,6,-2,1,-12,?,1.7,6
CC(=O)OCC1OC(OCc2cn(C[C@H]3CC[C@@H]([C@@H]4CC[C@H](Cn5cc(COC6OC(COC(C)=O)C(OC(C)=O)C(OC(C)=O)C6OC(C)=O)nn5)O4)O3)nn2)C(OC(C)=O)C(OC(C)=O)C1OC(C)=O (stereo not given in full),-1.1,1.1,0,5,6,9,-7,-0.7,7
COc1ccc(C(=O)NC2CC2)cc1OC1CCN(Cc2ccccc2O)CC1,-0.8,0.4,-11,·,3,-1,9,1.2,-2
COc1ccccc1NC(=O)CN1CCN(CC(=O)Nc2ccc(OC)c(OC)c2)CC1,·,0.8,-1,1,1,-4,-24,0.9,7
Cc1cccc(-n2nnc(C(=O)NCc3ccccc3Cl)c2N)c1,-0.7,0.9,10,-13,14,8,1,-0.3,5
O=C(CS(=O)(=O)c1ccc(Br)cc1)N1CCOCC1,-0.6,-1.6,-8,-9,0,2,6,1.3,1
CCN(CCC(=O)Nc1cc([N+](=O)[O-])ccc1OC)Cc1ccccc1,0.3,·,0,4,2,-3,2,1.4,-3
O=C(NCC1=C(c2cccc3ccccc23)C[C@@H]2CC[C@H]1N2Cc1ccco1)c1cccs1,-3.5,1.1,7,·,-3,-8,0,·,-1
O=C(COc1ccc(Cl)cc1Cl)NC(=O)NC1CCCC1,0.3,-1.3,3,·,0,3,2,·,2
O=C1C(Nc2ccccc2)=C/C(=N/S(=O)(=O)c2cccs2)c2ccccc21,4.4,0.0,·,-188,-4,14,11,0.7,0
CC(C)OC(=O)c1nnn(-c2nonc2N)c1CN1CCc2ccccc2C1,-1.9,0.2,5,·,1,-3,-5,·,8
COc1ccc(-n2nc3c(c2NC(=O)c2ccc(Br)o2)CS(=O)(=O)C3)cc1,-0.5,-1.9,1,3,1,9,2,-2.8,-3
Cc1cc(OCCCC(=O)NCc2cccs2)ccc1Cl,-3.0,-1.4,2,-18,1,-2,1,0.2,-14
O=S(=O)(c1ccccc1Oc1ccc(Cl)cc1Cl)N1CCCCC1,-0.8,·,7,-3,0,5,?,2.2,3
Cc1ccc(S(=O)(=O)N2CCOCC2)cc1C(=O)OCC(=O)NCc1ccc2c(c1)OCO2,-1.4,-0.6,-3,-7,1,-2,-1,-1.7,7
CC(NC(=O)c1ccc(N(C)C)cc1)C(c1cccs1)N1CCN(C)CC1 (stereo not given),-2.0,-1.4,-3,7,0,9,8,0.8,4
CCOc1ccc(S(=O)(=O)N2CCC(C(=O)NCc3ccccn3)CC2)cc1,-3.1,·,-12,-2,-3,-5,-20,1.6,4
O=C(NCc1ccc(-c2csnn2)cc1)c1cccs1,-0.5,·,-2,-2,2,14,?,-0.5,8
S=C(NCc1ccccc1)Nc1ccc(Cl)cc1,-3.8,·,4,-1,2,3,1,0.7,6
N#Cc1ccccc1CCN1C(=O)c2ccccc2C1=O,-2.3,-0.6,1,1,0,2,?,0.6,8
Fc1ccc(CO/N=C2\CCCc3nonc32)cc1,-0.2,-2.2,5,-16,3,-2,-1,0.0,2
CN1C(=O)C2(c3ccccc31)N(C)CC(c1ccccc1)C21SC(=S)N(Cc2ccco2)C1=O (stereo not given),1.1,-1.6,-6,-1,1,11,-30,-0.3,-1
O=C(COC(=O)c1nc(Cl)ccc1Cl)NCCc1ccccc1,-2.5,·,-2,-4,6,2,7,1.5,9
CC1CCN(Cc2ccc(NC(=O)CC3Oc4ccccc4NC3=O)cc2)CC1 (stereo not given),-3.0,0.1,1,5,-4,-1,-12,1.5,9
COc1cccc(Sc2cc(N3CCOCC3)nc(-c3ccccc3)n2)c1,-1.9,·,0,11,2,-3,-1,-0.7,-5
Cc1cc(/C=C2\SC(=O)N(CC(=O)Nc3ccccc3F)C2=O)c(C)n1C,4.2,5.6,-5,0,0,5,-6,1.9,-13
CSc1nnc(-c2ccccc2)c(-c2ccccc2)n1,-2.5,·,1,4,6,17,9,1.0,-3
N#C/C(=C/c1ccccc1[N+](=O)[O-])C(=O)NCc1ccco1,-0.2,2.8,-2,4,-1,6,-11,-3.5,18
COc1cccc(N2CCN(C(=S)Nc3ccc(C)cc3C)CC2)c1,-0.6,-1.2,3,-5,3,-11,-8,1.5,3
O=C(Nc1ccccc1F)Nc1cc(Cl)ccc1-n1cncn1,-0.1,-0.3,3,-7,1,-5,1,-1.1,1
O=C(Nc1nc2c(c(=O)[nH]1)CCCC2)C1CC1,-2.2,5.3,-7,5,3,-3,?,-1.6,1
CCOC(=O)C1Nc2ccc(C)cc2C2C=CCC12 (stereo not given),-2.8,-0.7,-2,8,0,-3,-7,1.2,-2
O=C(CNC(=O)c1ccccc1)N/N=C/c1cn[nH]c1-c1ccccc1,-2.6,1.7,-9,-15,4,-5,0,4.5,5
CCOc1ccccc1NC(=O)c1cc2ccccc2oc1=O,1.7,0.9,-2,-2,-1,-2,40*,0.0,-22

# Rows were taken by chance; overall some 4.8% were active at least once.
